Source: PubChem BioAssay (Sanford-Burnham Center for Chemical Genomics)
SENP7 inh: SENP7 protease inhibition | Q9BQF6 | recombinant SENP7, Z-RLRGG-aminoluciferin luminescence, 40 min | inhibition, % at 5 µM | 330,000 compounds, 1.5% hits;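 active = inhibition above about 50% at the single test dose, limit read from the data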;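 note: plate controls were DMSO with enzyme for no effect and no enzyme buffer wells for full effect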
Target sequence (Q9BQF6 706-1050 limits assumed): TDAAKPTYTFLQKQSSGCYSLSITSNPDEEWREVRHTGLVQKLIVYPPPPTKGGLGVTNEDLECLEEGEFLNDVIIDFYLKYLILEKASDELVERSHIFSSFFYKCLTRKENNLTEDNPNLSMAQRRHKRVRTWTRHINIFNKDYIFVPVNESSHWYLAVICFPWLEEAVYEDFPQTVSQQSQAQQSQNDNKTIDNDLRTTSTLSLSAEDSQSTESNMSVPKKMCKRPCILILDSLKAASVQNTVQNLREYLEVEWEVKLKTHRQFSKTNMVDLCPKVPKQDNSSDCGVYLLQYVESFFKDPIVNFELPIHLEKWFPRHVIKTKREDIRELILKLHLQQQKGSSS
697 NFkB inh: lowers PMA/ionomycin-induced NF-kB signal in 697 B cells; 697 B-cell NF-kB luciferase reporter, 16 h; inhibition, % at 4 µM; 330,000 compounds, 0.33% hits; AID 435022; in the data active = inhibition above about 35%
Apaf1 inhib: inhibitors of human Apaf-1 apoptosome. O14727. reconstituted apoptosome caspase-3 activity, DEVD-Rh110 fluorescence. inhibition, % at 20 µM. 330,000 compounds, 0.71% hits. AID 489030; active = inhibition of at least 40% at 20 µM;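 note: plate controls were DMSO wells for no effect and DEVD-CHO caspase inhibitor wells for full effect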
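Medium: Hepes buffer, pH 7.5 / System: biochemical Apaf-1 apoptosome reconstitution / Measured by: Rh110 fluorescence, excitation 480 nm, emission 540 nm / Times: compound with Apaf-1, dATP, procaspase-3 30 min, then 50 min reaction, room temperature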
Jurkat NFkB inh: inhibitors of the PMA/ionomycin-induced NF-kB reporter in Jurkat cells. inhibition, % at 4 µM. 330,000 compounds, 0.53% hits. PMA/ionomycin-induced NF-kB luciferase reporter, luminescence
Gli-Sufu antag: blocks Gli-Sufu signaling in a luciferase reporter | Sufu-KO-LIGHT fibroblasts, Gli luciferase reporter luminescence | inhibition, % at 5 µM | 340,000 compounds, 0.74% hits | AID 588413;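 active = inhibition above about 55%, limit read from the data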;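 note: 0% = DMSO-treated cells and 100% = wells with medium but no cells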
HKDC1 inhibitor: blocks human hexokinase HKDC1 activity | recombinant HKDC1, G6PDH/diaphorase resazurin coupled fluorescence | inhibition, % at 20 µM | Q2TB90 | AID 493160 | 340,000 compounds, 0.16% hits;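 active = inhibition above about 35% when tested at 20 µM, limit read from the data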;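 note: plate controls were DMSO wells with enzyme for no effect and DMSO wells lacking enzyme for full effect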
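Assay system: recombinant HKDC1 hexokinase; detection: coupled resazurin fluorescence, excitation 525 nm, emission 613 nm; benchmarks: DMSO-plus-enzyme-mix negative control, buffer-substituted positive control; compound dosing: single 20 µM dose; schedule: 90 min at room temperature in dark; also added: glucose plus 1 mM ATP as hexokinase substrates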
UBC13 inh: blocks human UBC13 polyubiquitin chain formation; P61088; TR-FRET; inhibition, % at 20 µM; 330,000 compounds, 0.47% hits; AID 485273; in the data active = inhibition above about 45%, passing the limit was not always enough
Target sequence (P61088 whole entry, looked up): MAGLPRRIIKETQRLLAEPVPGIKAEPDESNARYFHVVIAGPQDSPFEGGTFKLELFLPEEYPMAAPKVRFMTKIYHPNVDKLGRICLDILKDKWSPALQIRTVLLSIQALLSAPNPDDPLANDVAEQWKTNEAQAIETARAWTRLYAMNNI
SENP8 block: SENP8 protease inhibition. Q96LD8. purified SENP8, Z-RLRGG-aminoluciferin cleavage, luminescence. inhibition, % at 10 µM. 330,000 compounds, 1.2% hits
Target sequence (Q96LD8 whole entry, looked up): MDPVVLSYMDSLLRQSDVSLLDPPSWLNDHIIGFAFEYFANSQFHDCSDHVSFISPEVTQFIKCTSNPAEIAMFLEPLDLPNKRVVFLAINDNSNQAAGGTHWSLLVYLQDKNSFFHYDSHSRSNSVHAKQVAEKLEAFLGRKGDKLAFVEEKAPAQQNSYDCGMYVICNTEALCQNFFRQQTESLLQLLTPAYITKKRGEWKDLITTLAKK
Numbers without * were called inactive; . = no result given; & = joins results of further samples. Cut-off read from the data, not from the text of the source, unless noted: active = inhibition above about 50%; inactive = the rest.

SMILES	SENP7 inh	697 NFkB inh	Apaf1 inhib	Jurkat NFkB inh	Gli-Sufu antag	HKDC1 inhibitor	UBC13 inh	SENP8 block
CCc1nnc(NC(=O)c2ncc(Cl)c(Cl)c2Cl)s1	-8	-9	-16	20	1	-2	5	-1
Cn1nc(C(=O)OCC(=O)Nc2ccc(Cl)cc2Cl)c2ccccc2c1=O	2	11	-7	-1	-15	-5	2	3
O=C(O)Cc1sc(Nc2cccc3ccccc23)nc1-c1ccc(Cl)cc1	6	-13	22	11	11	8	-6	-1
O=C(Nc1cccnc1)c1ccc(Cl)c(S(=O)(=O)N2CCCCCC2)c1	2	10	-5	1	8	-5	0	-7
O=C(CCC(=O)OCc1ccc([N+](=O)[O-])cc1)Nc1ccc(F)cc1	10	1	-6	-2	-4	-13	7	-1
COc1ccccc1N1CCN(C(=O)COc2cc(C)cc3oc(=O)cc(C)c23)CC1	8	-17	15	-4	.	-4	2	-9
COC(=O)CSc1nc2ncccc2[nH]1	-5	-37	1	-10	4	7	-7	7
Clc1ccccc1-c1nnc2n1CCCCC2	3	6	-33	13	0	-4	3	2
NC(=O)c1ccc[n+](CC(=O)c2ccccc2)c1	-5	1	-10	-11	22	1	-8	3
N#Cc1ccc(NC(=O)COC(=O)CCNS(=O)(=O)c2ccccc2)cc1	-5	-4	6	11	-4	0	-3	-6
Nc1ccc(C(=O)O)cc1	1&7	-2&9	-2&-8	7&12	26&-4&2	2&-4&-6	10&3	2&0
COc1ccc(C(=O)COC(=O)CCNS(=O)(=O)c2ccccc2)cc1Br	0	5	11	0	5	-3	4	-1
Cc1sc(NC(=O)C2C3CCC(O3)C2C(=O)O)nc1-c1ccc(CC(C)C)cc1 (stereo not given)	14	-123	14	-68	-44	2	-10	4
CN(C)CCN1C(=O)C(O)=C(C(=O)c2cc3ccccc3o2)C1c1ccccn1 (stereo not given)	2	-2	-7	-6	.	.	-10	-8
Cc1ccc(CC(=O)Nc2ccc(C(=O)N3CCOCC3)cc2)cc1	-1	8	6	19	-5	-4	-3	-1
O=c1[nH]c(CSc2ncnc3sc(-c4ccccc4)cc23)nc2ccccc12	-4	3	11	-3	10	-3	-2	-8
O=C(NCc1ccccc1)c1cc(S(=O)(=O)N2CCOCC2)ccc1F	-1	20	-4	-9	-9	-2	-6	-4
COc1ccccc1Nc1nc(N)nc(CN2CCc3ccccc3C2)n1	10	6	34	-4	10	6	5	-2
CC(CC(=O)NC1CCCC1)c1ccccc1 (stereo not given)	5	1	4	-3	4	4	-3	7
CC[C@H](C)/C=C/C1=CC2=C(Cl)C(=O)[C@@]3(C)OC(=O)C(C(=O)[C@H](C)[C@@H](C)O)=C3C2=CO1	-6	8	1	7	6	20	-38	-6
COc1cccc(/C=C2\SC(=S)N(c3cccnc3)C2=O)c1OC	8	14	11	8	2	-3	-4	-4
Cc1cccc2[nH]c(SCC(=O)N3CCOCC3)nc12	1	6	-6	4	-11	-5	2	-2
O=C(c1ccc(Br)cc1)c1cc(-c2ccccn2)c(N2CCOCC2)s1	-3	-7	13	-4	13	-1	19	-9
CCN1C(=NCc2ccco2)N[C@@H](c2cccc(F)c2)C(C(=O)OC)=C1C	1	-31	11	-15	-1	-2	0	-9
CCOc1ccc(/C(O)=C2/C(=O)C(=O)N(CCCN3CCOCC3)C2c2ccc(F)cc2)cc1C (stereo not given)	11	-4	7	-3	6	0	-18	7

Some values from the entries so far.
O=C(NCc1ccccc1)c1cc(S(=O)(=O)N2CCOCC2)ccc1F @ 697 NFkB inh = 20
COC(=O)CSc1nc2ncccc2[nH]1 @ UBC13 inh = -7

The list continues.
SMILES	SENP7 inh	697 NFkB inh	Apaf1 inhib	Jurkat NFkB inh	Gli-Sufu antag	HKDC1 inhibitor	UBC13 inh	SENP8 block
Cc1cc(C)c(NC(=O)Cn2nnc(C(=O)NCCc3ccccc3)c2N)c(C)c1	-4	5	-6	12	14	-2	-8	4
Cc1ccc(C)c(NC(=O)CSc2nnc(-c3ccccc3)o2)c1	-8	8	-1	-8	-3	2	5	-19
CC(=O)c1cccc(N2C(=O)C3C4CCC(C4=C(C)C)C3C2=O)c1 (stereo not given)	2	-26	-11	23	2	5	2	6
O=C(COc1ccc(Cl)cc1Cl)Nc1ccc(CN2CCOCC2)cc1	-3	-7	0	11	1	-3	4	2
O=c1[nH]c(-c2ccc(Cl)cc2)nc2c1cnn2-c1ccccc1	0	-13	3	0	.	.	2	-11
COc1ccc(CCN(C)CCC(=O)Nc2ccc(C)cc2)cc1OC	1	10	-2	-3	1	-10	6	3
CC(=O)c1sc(NC(=O)c2ccccc2)nc1-c1ccccc1	61*	-84	8	-83	-97	-2	6	63*
COc1ccc(CCN(C)C(=O)c2c(C)nn(CC(C)C)c2Cl)cc1OC	7	11	16	8	-2	-3	10	9
COCCN(C(=O)CSc1nc2ccccc2c(=O)n1C(C)COC)c1c(N)n(Cc2ccccc2)c(=O)[nH]c1=O (stereo not given)	-2	12	-6	0	4	-10	-5	-3
COc1cc(C(=O)NCc2nnc(SCC(=O)N3CCCCC3)o2)cc(OC)c1OC	3	25	-5	4	2	-3	2	1
CC1OC2C(OC1C)N(S(C)(=O)=O)CCN2S(C)(=O)=O (stereo not given)	5	12	-14	4	-8	-5	2	5
CC(C)Oc1ccc(C(=O)NCc2ccco2)cc1	-8	-1	-14	-19	-16	3	6	-8
CC(=O)Nc1ccc(NC(=O)COC(=O)C2(c3ccc(Cl)cc3)CCCC2)cc1	-6	8	-7	-5	9	-3	9	-4
Cc1ccccc1OCCC(=O)NCCc1ccc(S(N)(=O)=O)cc1	3	10	-4	9	-2	3	7	-3
O=C(COC(=O)c1ccc(Br)o1)NCc1ccc(Cl)cc1	0	6	9	10	3	3	10	-1
CCCCc1nnc(NC(=O)c2ccc3[nH]c(=O)c(=O)[nH]c3c2)s1	0	-7	-37	1	5	15	-3	-2
COc1ccc(CN(C)C(=O)CCN(c2ccccc2)S(=O)(=O)c2ccc(C)cc2)c(OC)c1	2	-1	37	5	7	4	9	-4
O=C(O)CCCNC(=O)c1cncc(O)c1	-6	14	4	-3	-4	-2	-1	-8
CCCCCc1c(C)[nH]c2nc3ccccc3n2c1=O	-7	-52	3	-37	11	3	2	-4
Cc1ccc(S(=O)(=O)N2CCOCCOCCOCCOCCOCC2)cc1	4	-20	4	-22	4	-8	-4	-2
CCc1nn(CC(=O)NCCCN2CCN(C)CC2)c(=O)c2cc3occc3n12	7	10	2	-2	0	-1	-9	-5
COc1ccc(Nc2nc(N)nc(C(F)(F)F)n2)c(OC)c1	-3	-6	3	7	-9	7	7	-1
CCn1c(-c2nn(-c3ccccc3)ccc2=O)n[nH]c1=S	8	4	-7	-4	-12	-4	2	0
CC(CN1CCCCC1)OC(=O)c1ccc(Cl)cc1Cl (stereo not given)	5	0	6	-22	6	-5	5	-6
Cc1nn(C)cc1CNC(=O)c1cccc(Br)c1	-7	-24	7	-11	0	-4	-8	-5

(continued)
SMILES	SENP7 inh	697 NFkB inh	Apaf1 inhib	Jurkat NFkB inh	Gli-Sufu antag	HKDC1 inhibitor	UBC13 inh	SENP8 block
O=C1C2C3c4ccccc4C(c4ccccc43)C2C(=O)N1c1nc(-c2ccccc2)cs1 (stereo not given)	4	17	19	-2	-14	0	-2	6
NC(=O)[C@@H]1CCCNc2c(I)cc([N+](=O)[O-])cc2C(=O)N[C@@H](CO)C(=O)N[C@@H](Cc2ccc(O)cc2)C(=O)N1	8	-43	19	-1	-7	11	-15	1
COC(=O)C1=C(C(=O)OC)[C@@H]2N(C)c3ccccc3[C@@]23C[C@@H](C(=O)OC)N(C(=O)c2cc(C)oc2C)C3=N1	-4	20	7	19	3	2	0	-5
CCOC(=O)C1CCN(C(=O)c2c(-c3c(F)cccc3Cl)noc2C)CC1	-10	16	14	-1	12	-2	-13	-10
O=C(NNC(=O)C1CCN(S(=O)(=O)c2ccc(Cl)cc2)CC1)c1ccc(Cl)cc1	2	4	9	6	1	-1	29	-9
COc1cc(OC)cc(C(=O)N[C@H](C(=O)OCC(=O)Nc2ccc(C(C)C)cc2)C(C)C)c1	-1	4	13	-8	-5	15	4	-3
CC1CCCN(C(=O)CNC(=O)c2cccs2)C1 (stereo not given)	-9	-41	7	-22	-37	3	0	-6
O=c1[nH]c(=S)[nH]c2[nH]c(=S)[nH]c12	11	-15	-3	4	.	.	21	-2
COc1cccc(C(=O)OC(C)CN2CCCC2)c1 (stereo not given)	-1	0	-3	-4	3	1	5	-7
COc1ccc(CCC(=O)NCCCNC(=O)CCc2ccc(OC)cc2)cc1	5	-9	-4	7	-7	-3	0	-8
O=C(CCC1CCCC1)N1CCN(S(=O)(=O)c2ccc(Br)cc2)CC1	1	3	23	7	14	-2	4	-6
Cc1c(NC(=O)C(C)c2ccc(CC(C)C)cc2)c(=O)n(-c2ccccc2)n1C (stereo not given)	-2	21	1	12	5	-1	1	8
COc1ccc(-c2nc(CN3CCCCC3CCc3ccccn3)c(C)o2)cc1 (stereo not given)	-2	-10	6	-10	28	-8	10	-3
Brc1ccccc1-c1csnn1	3	-18	-3	-2	-14	2	8	1

Molecules from the list above with a Cl atom (14):
SMILES	SENP7 inh	697 NFkB inh	Apaf1 inhib	Jurkat NFkB inh	Gli-Sufu antag	HKDC1 inhibitor	UBC13 inh	SENP8 block
CCc1nnc(NC(=O)c2ncc(Cl)c(Cl)c2Cl)s1	-8	-9	-16	20	1	-2	5	-1
Cn1nc(C(=O)OCC(=O)Nc2ccc(Cl)cc2Cl)c2ccccc2c1=O	2	11	-7	-1	-15	-5	2	3
O=C(O)Cc1sc(Nc2cccc3ccccc23)nc1-c1ccc(Cl)cc1	6	-13	22	11	11	8	-6	-1
O=C(Nc1cccnc1)c1ccc(Cl)c(S(=O)(=O)N2CCCCCC2)c1	2	10	-5	1	8	-5	0	-7
Clc1ccccc1-c1nnc2n1CCCCC2	3	6	-33	13	0	-4	3	2
CC[C@H](C)/C=C/C1=CC2=C(Cl)C(=O)[C@@]3(C)OC(=O)C(C(=O)[C@H](C)[C@@H](C)O)=C3C2=CO1	-6	8	1	7	6	20	-38	-6
O=C(COc1ccc(Cl)cc1Cl)Nc1ccc(CN2CCOCC2)cc1	-3	-7	0	11	1	-3	4	2
O=c1[nH]c(-c2ccc(Cl)cc2)nc2c1cnn2-c1ccccc1	0	-13	3	0	.	.	2	-11
COc1ccc(CCN(C)C(=O)c2c(C)nn(CC(C)C)c2Cl)cc1OC	7	11	16	8	-2	-3	10	9
CC(=O)Nc1ccc(NC(=O)COC(=O)C2(c3ccc(Cl)cc3)CCCC2)cc1	-6	8	-7	-5	9	-3	9	-4
O=C(COC(=O)c1ccc(Br)o1)NCc1ccc(Cl)cc1	0	6	9	10	3	3	10	-1
CC(CN1CCCCC1)OC(=O)c1ccc(Cl)cc1Cl (stereo not given)	5	0	6	-22	6	-5	5	-6
CCOC(=O)C1CCN(C(=O)c2c(-c3c(F)cccc3Cl)noc2C)CC1	-10	16	14	-1	12	-2	-13	-10
O=C(NNC(=O)C1CCN(S(=O)(=O)c2ccc(Cl)cc2)CC1)c1ccc(Cl)cc1	2	4	9	6	1	-1	29	-9

3 compounds already listed, arranged by their value in HKDC1 inhibitor, highest first:
smiles	HKDC1 inhibitor
Brc1ccccc1-c1csnn1	2
O=C1C2C3c4ccccc4C(c4ccccc43)C2C(=O)N1c1nc(-c2ccccc2)cs1 (stereo not given)	0
CCOC(=O)C1CCN(C(=O)c2c(-c3c(F)cccc3Cl)noc2C)CC1	-2
